AT treatment = qHTS Assay for Identifying a Potential Treatment of Ataxia-Telangiectasia; […] A-T fibroblasts, KAP-1 phosphorylation AlphaLISA; neocarzinostatin DNA damage 30 min before lysis; Potency, µM (titrated, usually from 57.5 µM), for inactives: at the highest dose activation, most hits filed as activators; 320,000 compounds, 0.19% hits; AID 485349, 2010; also: potency is read from the fitted curve at half-maximal effect; % of control where 0% means no effect; nearly all actives have a fitted effect of over 45% in size
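ATM-like activity read as KAP-1 phosphorylation via AlphaLISA donor/acceptor antibody pairs after lysis and 6 hr at 25C. Cells were ATM-null patient fibroblasts ([…], hTERT), dosed 60 min, then exposed to the DSB inducer NCS for 30 min.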
CXXC DNA block = qHTS Fluorescence Polarization Assay for Inhibitors of MLL CXXC domain - DNA interaction. MLL-CXXC / FITC-HOXA9 DNA fluorescence polarization. 290,000 compounds, 0.037% hits. Potency, µM (highest dose often 115 µM), for inactives: top-dose activity change, negative = inhibition, most hits filed as inhibitors. Histone-lysine N-methyltransferase 2A (Homo sapiens), Q03164. AID 2662, 2010; active = well fitted inhibition curve with a large enough effect in the polarisation, with a control signal flat, not every such curve was filed as active; inconclusive = small, poorly fitted or top-dose-only effect, or effect the other way, or a change in a side signal; inactive = no such curve, though single readings can be large or run the other way; the % refers to the polarisation; also: potency is read from the fitted curve at half-maximal effect
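Fluorescence polarization: 7 uM MLL-CXXC (stock) preincubated 5 min with compounds, then 50 nM fluorescein-HOX-A9 DNA (stock) added; 30 min ambient. Buffer 50 mM Tris-HCl pH 7.5, 50 mM NaCl, 1 mM DTT, 0.05% BSA.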
BRCA1 expr up = qHTS Assay to Identify Small Molecule Activators of BRCA1 Expression; MCF7-BRCA1-FFLuc reporter, luminescence, 48 h; response scale: scaled: vehicle 0%, 10 µM genistein 100%; Potency, µM (top dose mostly 46.1 µM), for inactives: at the highest dose activation, most hits filed as activators; 380,000 compounds, 1.1% hits; also: potency is read from the fitted curve at half-maximal effect; nearly all actives have a fitted effect of over 80% in size; some results filed as inactive show a strong effect at the top dose
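First, MCF7-BRCA1-FFLuc cells (2000/well) attach for 2 h; next, compounds are pin-added and incubated 48 h at 37 °C; finally, luciferase reagent is added and luminescence read after 15 min.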
TCR act = Activators of T cell receptors: qHTS campaign. Potency, µM (top dose mostly 9.22 µM), inactives show at the top dose activation of IL-2 secretion, usual class: activators. primary human leukocytes, anti-CD3, IL-2 HTRF, 48 h. 330,000 tested, under 10 active; also: % of control where 0% means no effect
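Compounds are tested in HTS on primary human leukocytes co-incubated with a-CD3 beads for 48 hr. IL-2 output is measured by time-resolved FRET.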
a7 integrin act = qHTS for Activators of Integrin-Mediated Alleviation for Muscular Dystrophy | alpha7betagal myoblasts, beta-gal FDG fluorescence, 48 h | Potency, µM (series often up to 38.3 µM), without a hit: at the top dose activation, most hits filed as activators | 350,000 compounds, 0.064% hits;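 also: potency is read from the fitted curve at half-maximal effect; 100% = response of the positive control SU9516; nearly all actives have a fitted effect of over 60% in size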
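Alpha7betagal+/- myoblasts (passage 13) were plated 16-24 hr, then exposed to compounds (1:260 dilution of DMSO stock) for 48 hours at 37C. After MPER lysis, β-galactosidase reporter activity was read as FDG fluorescence (ex 480/em 540) after 30 minutes.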
ELG1 DNA repair = qHTS screen for small molecules that inhibit ELG1-dependent DNA repair in human embryonic kidney (HEK293T) cells expressing luciferase-tagged ELG1; HEK293T ELG1-luciferase reporter, luminescence, 16 h; DNA damage induced by 5-fluorouridine; Potency, µM (titrated, usually from 46.1 µM), inactives show at the highest dose activity change, negative = inhibition, usual class: inhibitors; 330,000 compounds, 2.3% hits; AID 504467, 2011; also: potency is read from the fitted curve at half-maximal effect; % is scaled to controls: 0 for no effect and ±100 for the full control effect; nearly all actives have a fitted effect of over 55% in size
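5-Fluorouridine DNA damage + compound/DMSO, 2,000 cells/well, 16 h, 37 °C/5% CO2. ONE-Glo, 30 min RT, luminescence. Readout = decrease in reporter signal.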
B2AR arrestin = qHTS assay of beta-arrestin-biased ligands of beta2-adrenergic receptor; Beta-2 adrenergic receptor (Homo sapiens), P07550; beta-arrestin recruitment to beta2AR, cell-based reporter; Potency, µM (series often up to 46.1 µM), inactives show at the highest dose activation, hits mostly activators; 330,000 compounds, 0.02% hits; AID 492947, 2010;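 also: potency is read from the fitted curve at half-maximal effect; 0% = DMSO controls and full agonism = EC100 isoproterenol or metaproterenol; nearly all actives have a fitted effect of over 65% in size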
Target sequence (P07550 whole entry, looked up): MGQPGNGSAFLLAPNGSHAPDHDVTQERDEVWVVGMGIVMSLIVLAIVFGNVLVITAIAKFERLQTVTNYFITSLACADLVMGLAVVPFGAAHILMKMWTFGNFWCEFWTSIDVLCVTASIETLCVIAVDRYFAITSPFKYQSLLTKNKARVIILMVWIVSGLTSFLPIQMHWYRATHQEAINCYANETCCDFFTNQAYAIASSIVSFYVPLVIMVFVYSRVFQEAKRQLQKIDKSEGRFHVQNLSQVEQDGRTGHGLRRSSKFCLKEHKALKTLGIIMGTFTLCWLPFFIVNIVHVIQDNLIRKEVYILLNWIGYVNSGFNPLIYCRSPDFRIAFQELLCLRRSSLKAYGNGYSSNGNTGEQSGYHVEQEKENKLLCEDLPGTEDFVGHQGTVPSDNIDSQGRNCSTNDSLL
p53 reactivation = qHTS assay for re-activators of p53 using a Luc reporter; H1299 p53-A138V BP100-luciferase reporter, luminescence, 24 h; Potency, µM (doses to about 92.2 µM), inactives show at the top dose activity change, positive = activation, most hits filed as activators; 320,000 compounds, 0.063% hits; AID 504706, 2011; also: potency is read from the fitted curve at half-maximal effect; % of control where 0% means no effect; nearly all actives have a fitted effect of over 45% in size
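H1299 (p53-null), stable ts p53-A138V + BP100-Luc; 1000 cells/well, Opti-MEM/10% FBS; cpd 4 pt, 1:5; 24 h, 37 deg C, 5% CO2; detection reagent 10 min RT; luminescence.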
TSG101-PTAP inh = qHTS Assay for Iinhibitors of HIV-1 Budding by Blocking the Interaction of PTAP/TSG101 | Potency, µM (series often up to 115 µM), for inactives: at the highest dose activity change, negative = inhibition, usual class: inhibitors | 340,000 tested, under 10 active | Tumor susceptibility gene 101 protein (Homo sapiens), Q99816 | Fluorescence polarization, FITC-PTAP peptide / Tsg101 binding; active = well fitted inhibition curve with a large enough effect in the main read-out, with a control signal flat, not every such curve was filed as active; inconclusive = small, poorly fitted or top-dose-only effect, or effect the other way, or a change in a side signal; inactive = no such curve, though single readings can be large or run the other way; also: potency is read from the fitted curve at half-maximal effect; % of control where 0% means no effect
Target sequence (Q99816 whole entry, looked up): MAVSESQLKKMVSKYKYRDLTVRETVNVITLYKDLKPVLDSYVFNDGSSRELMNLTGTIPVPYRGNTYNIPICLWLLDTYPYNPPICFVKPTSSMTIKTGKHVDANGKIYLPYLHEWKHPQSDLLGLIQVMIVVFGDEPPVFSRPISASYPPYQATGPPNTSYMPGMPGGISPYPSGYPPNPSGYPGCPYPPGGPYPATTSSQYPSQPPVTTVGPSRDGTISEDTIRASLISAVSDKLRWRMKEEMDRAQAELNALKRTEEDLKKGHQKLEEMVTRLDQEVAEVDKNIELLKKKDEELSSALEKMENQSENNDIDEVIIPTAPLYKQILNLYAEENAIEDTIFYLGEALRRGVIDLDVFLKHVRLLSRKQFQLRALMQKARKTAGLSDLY
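FP read-out: FITC-PTAP peptide, 50 nM final, binding Tsg101 binding domain, 10 uM final; 20 min, r.t.; 10 mM HEPES pH 7.5, 0.15 M NaCl, 0.01% Tween 20, 3 mM EDTA, 0.1 mM TCEP.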
TRPV1 ag = HTS Assay for Compounds that Act as Agonists of the Vanilloid Receptor 1; Transient receptor potential cation channel subfamily V member 1 (Homo sapiens), Q8NER1; activation, % at 8.33 µM; TRPV1-expressing cells, Fluo-8 calcium influx, agonist mode; 320,000 compounds, 0.19% hits; in the data active = activation above about 80%; inconclusive = between about 30% and that limit; also: 0% is about no effect
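Cells expressing TRPV1 were dye-loaded with Fluo-8 and read kinetically: 10 s baseline, 3 min after compound (agonist portion), then 2 min after EC20 capsaicin (allosteric enhancer portion). Calcium-bound dye fluorescence at 480/520 nm.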
The depositor's hits bear a star; ? = inconclusive; · = no result given; [ ] = dose if it differs, or a comment. Unless noted, calls follow the shape of the dose curve; as a rule, active = well fitted curve in the direction sought with a large enough effect; inconclusive = small, poorly fitted or top-dose-only effect, or another doubt; inactive = no such curve, though single readings can be large; an effect the other way counts as inactive or inconclusive.

Molecule,p53 reactivation,TRPV1 ag,AT treatment,TSG101-PTAP inh,CXXC DNA block,B2AR arrestin,a7 integrin act,ELG1 DNA repair,TCR act,BRCA1 expr up
O=C(Nc1nnc2n1CCS2)c1ccco1,10%,-2,12%,-1%,-3%,0.2%,17%,0%,1%,0%
CC(=O)N1CCN=C1SCc1ccccc1F,13%,-6,9%,-3%,-5%,0.1%,-17%,10%,0%,-2%
COc1ccc(/C=N/NC(=O)c2cccnc2)c2ccccc12,0%,13,1%,3%,-8%,-1.5%,26%,-12%,2%,-39%
O=C(NCCc1ccc(Cl)cc1)C1CCCN(S(=O)(=O)N2CCCCCC2)C1 (stereo not given),6%,11,-3%,1%,10%,-0.2%,0%,-28%,1%,-33%
CN1C(=O)[C@H]2[C@@H](/C=C/c3ccccc3)N3C(=O)CN(CCO)C(=O)[C@@]3(C)[C@H]2C1=O,7%,2,-8%,-2%,2%,-0.1%,27%,9%,-2%,3%
COc1cccc(C(=O)Nc2ccc3nc(N4CCN(c5ncccn5)CC4)cc(C)c3c2)c1OC,-6%,-4,3%,·,-4%,0.1%,·,2.6µM*,-1%[46.1 µM],·
Cc1cccc(NC(=O)COc2ccccc2)c1,?,16,2%,-4%,-4%,0.1%,26%,?,-2%,3%
CN1OC[C@@H]2CN(C(=O)C(C)(C)C)[C@H](c3cccc(-c4ccccc4)c3)C[C@@H]21,·,·,·,-20%,·,·,16%,·,-9%,-11%
COc1ccccc1OCC(=O)N(Cc1nnc(-c2ccccc2Cl)o1)C1CC1,-2%,1,4%,-3%,·,3.4%,14%,-7%,-2%,-6%
CCn1c(Cc2ccccc2)nnc1SCC(=O)Nc1cc(C)on1,-5%,0,-4%,-4%,-1%,0.2%,-16%,0%,0%,0%
C=CCC1S/C(=N/N=C/c2cccs2)NC1=O (stereo not given),9%,1,0%,-5%,-4%,-0.6%,-4%,15%,-4%,16%
Nc1ccn(C2CCCCO2)c(=O)n1 (stereo not given),·,·,·,-11%,·,·,-27%,·,2%,-10%
CC(C)CC(c1nnnn1C(C)(C)C)N1CCN(Cc2ccccc2)CC1 (stereo not given),-2%,7,3%,-2%,3%,-0.1%,-3%,3%,-25%,-11%
O=C(COC(=O)/C=C/c1ccco1)NCCN1C(=O)CSC1=O,·,·,·,2%,·,·,10%,·,0%,-1%
Fc1ccccc1N1CCN(C(c2ccccn2)c2nnnn2C2CCCCC2)CC1 (stereo not given),1%,23,-4%,-1%,-2%,-0.2%,9%,-12%,2%,-3%
CCn1c(NC(=O)Nc2cccc(C)c2C)cc2sccc21,7%,2,-6%,-3%,-12%,0.0%,7%,-6%,4%,-34%
COc1ccc(-c2nc3ccccc3c(=O)n2CCCn2ccnc2)cc1,4%,-2,1%,-2%,-5%,-0.3%,8%,12%,-1%,-4%
O=c1cc(-c2ccc(O)c(O)c2)oc2c(C3O[C@H](CO)[C@@H](O)[C@H](O)[C@H]3O)c(O)cc(O)c12 (stereo not given in full),-2%,-2,-13%,0%,18%,-2.6%,0%,1%,13%,0%
CC(C)(C)c1cc(NC(=O)c2cccs2)no1,·,·,·,1%,·,·,15%,·,-3%,?
CCN(CC)C(=O)C1CC(=O)N(c2ccc(OC)cc2)C1c1ccc(OC)cc1 (stereo not given),-7%,4,?,-5%,1%,6.9%,1%,?,-1%,2%
COc1ccc(S(=O)(=O)NCc2ccc(C(=O)N3CCN(Cc4ccccc4)CC3)cc2)cc1,13%,-2,-6%,-4%,-4%,0.4%,0%,?,-3%,-5%
Cc1cc(NC(=O)c2ccc(S(=O)(=O)N(C)C)cc2)no1,15%,2,8%,-6%,7%,0.2%,16%,?,6%,10%
COc1cc(/C=C2\SC(=S)N(Nc3ccccc3)C2=O)cc(OC)c1OC,8%,3,-7%,0%,-7%,-0.6%,0%,-13%,5%,-32%
Cn1nccc1C(=O)NC1CCCc2c1cnn2-c1ccccc1F (stereo not given),-1%,?,3%,-2%,-10%,0.0%,-7%,?,-2%,-25%
C=CCNC(=O)COC(=O)c1c2c(nc3ccccc13)CCC2,-1%,-1,4%,0%,-8%,-0.8%,0%,-2%,2%,11%
CCOC(=O)c1cc(-c2ccc(C)cc2)n(CC(=O)NCc2ccco2)c1C,-1%,0,6%,3%,0%,-0.1%,0%,21%,-3%,3%
Cc1cc(-c2ccc(C)c(S(=O)(=O)N3CCN(c4ccc([N+](=O)[O-])cc4)CC3)c2)on1,1%,-1,-7%,0%,4%,0.5%,0%,-9%,-9%,-12%
OCCC1CN(Cc2cnc(-c3ccccc3)s2)CCN1CCc1ccccc1 (stereo not given),0%,10,1%,-4%,-8%,-0.5%,-14%,-7%,-8%,-7%
COc1ccc(Br)cc1/C=N/n1nnnc1N,-5%,5,20%,-5%,3%,-0.5%,3%,19%,-1%,-26%
CCOc1cc(/C=N/N=C2/NC(=O)C(CC(=O)O)S2)ccc1OCc1ccc(Cl)cc1 (stereo not given),2%,-3,1%,-10%,1%,-0.1%,7%,-1%,-2%,8%

Whole records as entered above. Order of values: p53 reactivation, TRPV1 ag, AT treatment, TSG101-PTAP inh, CXXC DNA block, B2AR arrestin, a7 integrin act, ELG1 DNA repair, TCR act, BRCA1 expr up
C=CCC1S/C(=N/N=C/c2cccs2)NC1=O (stereo not given) as listed: 9%, 1, 0%, -5%, -4%, -0.6%, -4%, 15%, -4%, 16%
COc1ccc(S(=O)(=O)NCc2ccc(C(=O)N3CCN(Cc4ccccc4)CC3)cc2)cc1 as listed: 13%, -2, -6%, -4%, -4%, 0.4%, 0%, ?, -3%, -5%

Remaining list, next part
Molecule,p53 reactivation,TRPV1 ag,AT treatment,TSG101-PTAP inh,CXXC DNA block,B2AR arrestin,a7 integrin act,ELG1 DNA repair,TCR act,BRCA1 expr up
N#Cc1nc(COc2ccccc2)oc1N1CCN(Cc2ccccc2)CC1,-8%,16,-14%,2%,1%,-0.2%,36%,-17%,2%,0%
COc1ccc(CC(=O)NC2CCN(CC(=O)Nc3ccc4c(c3)OCCO4)CC2)cc1OC,-9%,2,4%,-2%,1%,-0.6%,-13%,-15%,5%,3%
CCN(C(=O)COC(=O)c1cccnc1SC)c1c(N)n(Cc2ccccc2)c(=O)[nH]c1=O,-4%,3,3%,1%,·,0.2%,0%,0%,3%,13%
c1ccc(Cn2ccnc2SCc2nnc(-c3ccccc3)o2)cc1,·,9,·,-5%,2%,·,-20%,·,-5%,-15%
COc1ccc(C(C)=O)cc1COc1ncnc2ccccc12,-1%,3,35%,0%,-10%,0.0%,53%,11%,8%,0%
CCC(C)Sc1nc2c(c(=O)[nH]1)C(c1cccs1)C1=C(CCCC1=O)N2 (stereo not given),-2%,12,-1%,0%,4%,-0.1%,-22%,-25%,0%,-40%

Arranged by heavy-atom count (ascending): five of the compounds above
Molecule,p53 reactivation,TRPV1 ag,AT treatment,TSG101-PTAP inh,CXXC DNA block,B2AR arrestin,a7 integrin act,ELG1 DNA repair,TCR act,BRCA1 expr up
c1ccc(Cn2ccnc2SCc2nnc(-c3ccccc3)o2)cc1,·,9,·,-5%,2%,·,-20%,·,-5%,-15%
CCC(C)Sc1nc2c(c(=O)[nH]1)C(c1cccs1)C1=C(CCCC1=O)N2 (stereo not given),-2%,12,-1%,0%,4%,-0.1%,-22%,-25%,0%,-40%
N#Cc1nc(COc2ccccc2)oc1N1CCN(Cc2ccccc2)CC1,-8%,16,-14%,2%,1%,-0.2%,36%,-17%,2%,0%
CCOc1cc(/C=N/N=C2/NC(=O)C(CC(=O)O)S2)ccc1OCc1ccc(Cl)cc1 (stereo not given),2%,-3,1%,-10%,1%,-0.1%,7%,-1%,-2%,8%
COc1ccc(CC(=O)NC2CCN(CC(=O)Nc3ccc4c(c3)OCCO4)CC2)cc1OC,-9%,2,4%,-2%,1%,-0.6%,-13%,-15%,5%,3%

Bioassay records from PubChem.
